Source: PubChem BioAssay
SRC3 TRFRET art – flags TR-FRET format artefacts in PPARgamma SRC-3 recruitment agonist screen | TR-FRET ratio at 8 µM | TR-FRET artefact counter-screen, PPARgamma/SRC-3 format; hits give high values | 0.39% of 99,000 active; in the data active = TR-FRET ratio above about 2000; also: inactives centre near 1600; reference of the scale not given here
SRC1 TRFRET art – counter-screen for PPARgamma SRC-1 recruitment agonists: TR-FRET artefact. TR-FRET ratio at 8 µM. 0.34% of 99,000 active. AID 1051. TR-FRET detection artefact counter-screen, emission ratio; hits give high values; in the data active = TR-FRET ratio above about 2300; also: inactives centre near 1800; reference of the scale not given here
Numbers without * were called inactive.

SMILES	SRC3 TRFRET art	SRC1 TRFRET art
Cc1ccc(C)c(S(=O)(=O)N2CCN(CC(=O)Nc3ccc([N+](=O)[O-])cc3)CC2)c1	1766	1809
CCc1ccc(NC(=S)NNC(=O)c2ccccc2OC(F)F)cc1	1601	1740
CC(NC(=O)c1ccc(Br)cc1)c1ccc2c(c1)CCCC2 (centres undefined)	1478	1860
Cc1cccc(NC(=O)N2CCN(Cc3ccc4c(c3)OCO4)CC2)c1C	1546	1836
CCOC(=O)c1ccc(N=c2scc(C)n2CC)cc1	1784	2157
O=C(NCc1ccccc1)C1=C[C@H](c2csc3ccccc23)C[C@H](OCCCCO)O1	1540	1785
COc1ccc(Cn2cnc3c(N)c(C)c(C)cc32)cc1	1640	2276
CCc1ccc(N(C(=O)c2csnn2)C(C(=O)NC(C)(C)CC)c2cccnc2)cc1 (centres undefined)	1501	1701
COc1ccc(O[C@H]2C=C[C@@H](c3ccccc3)O[C@@H]2COC(=O)CC/C(C)=N/OC[C@@H](O)COCc2ccco2)cc1	1343	1542
CC(=O)Nc1nc(C=C(Cl)Cl)cs1	1530	2035
Cc1nn(-c2ncc(C(F)(F)F)cc2Cl)c(=O)n1-c1cccc(F)c1	1552	1815
Cc1cc(C)n(-c2nnc(N3CCN(c4ccccc4)CC3)nn2)n1	1763	1674
O=CN1CCN(C(C(=O)NC2CCCC2)c2cc3c(cc2[N+](=O)[O-])OCO3)CC1 (centres undefined)	1561	1705
O=S(=O)(c1ccc(N2CCN(S(=O)(=O)c3ccccc3)CC2)nc1)N1CCCC1	1348	1752
Cc1ccc(CNC(=O)CSCc2ccccc2F)cc1	1631	1987
COC(=O)Nc1ccc(S(=O)(=O)N2CCCC(C(=O)NC3CCS(=O)(=O)C3)C2)cc1 (centres undefined)	1765	1883
COc1ccc(NC(=O)C2CCN(S(=O)(=O)c3cccc4cccnc34)CC2)cc1OC	1485	1854
CC1=C(/C=C/C(C)=N\NC(=O)c2ccncc2)C(C)(C)CCC1	1468	1543
O=C(CN1CCCCC1)N1N=C(c2cccs2)CC1c1cccs1 (centres undefined)	1625	1899
Cc1cccc(NC(=O)CCNC(=O)c2ccco2)c1	1573	1739
Clc1ccc(-n2cccc2CN2CCc3c([nH]c4ccccc34)C2c2ccccn2)nc1 (centres undefined)	1729	1638
COc1ccc([N+](=O)[O-])cc1NC(=O)c1ccccc1N(C)S(C)(=O)=O	1523	1685
O=C(Nc1ccncc1)Nc1ccc(F)c(Cl)c1	1622	1907
Cc1ccc(-c2nn(-c3ccccc3)cc2NC(=O)CCl)cc1	1498	1971
CCc1nc(SCC(=O)NNC(=O)c2ccc(OC)cc2)c2ccccc2n1	1392	1429
O=C(Nc1ccccc1Cl)c1ccc2nsnc2c1	1763	1991
COc1ccc(N2CCN(C(=O)CSc3nnc(-c4ccco4)n3C)CC2)cc1	1492	2023
Cc1cc(C)c(C)c(S(=O)(=O)NC(C(=O)O)C(C)C)c1C (centres undefined)	1458	1830
COc1ccc(C(C)=O)cc1CN1C(=O)NC(CC(C)C)C1=O (centres undefined)	1523	1574
COc1ccc(N(C(=O)CCC(=O)Nc2cc(C)on2)C(C(=O)NC2CCCC2)c2ccco2)cc1 (centres undefined)	1732	1986
CCS(=O)(=O)c1ccc2oc(SCC(=O)Nc3ccc(OC)c(OC)c3)nc2c1	1635	1574
CCOC(=O)c1cnc(SCC(=O)OC)nc1N	1783	1688
CC[C@H](C)[C@H](NC(=O)[C@H](Cc1ccc(O)cc1)NC(=O)[C@@H](N)C(C)C)C(=O)N[C@@H](Cc1cnc[nH]1)C(=O)N1CCC[C@H]1C(=O)N[C@@H](Cc1ccccc1)C(=O)O	1607	1796
Nn1cc(-c2ccccc2)nc1SCC(=O)NCC1CCCO1 (centres undefined)	1506	1796
CCC(=O)N1CCN(c2cc(N3CCN(C)CC3)c(F)cc2[N+](=O)[O-])CC1	1571	1851
COc1ccc(OC)c(NC(=O)CNC(=O)Cn2cnc3ccccc3c2=O)c1	1588	1786
COc1cc(NC(=O)c2ccccc2Cl)c(OC)cc1NC(=O)CN1CCCCC1	1631	2009
CCOc1cc([C@@H]2C[C@H]3CN(c4ccccc4)C(=O)[C@]34CCCN24)ccc1OC	1544	1951
COc1ccc(/C=N/n2cnc3c([nH]c4ccccc43)c2=O)cc1COc1ccccn1	1506	1754
Cc1cnn(-c2cc(N/N=C/c3cccc(F)c3)ncn2)c1	1718	1860
CCOC(=O)c1c[nH]c(=O)c(Br)c1O	1482	1722
CCOC(=O)C1(Cc2cccc(OC)c2)CCCN(Cc2cnn(C)c2)C1 (centres undefined)	1331	2132
CS(=O)(=O)N1CCN(CCN2C(=O)c3cccc4cccc(c34)C2=O)CC1	1608	1674
NC(=O)c1nsc(C(=O)N(CC(=O)NC2CCCC2)Cc2ccc3c(c2)OCO3)c1N	1621	1780
O=C(CCC(=O)N(CC(=O)NC1CCCC1)Cc1cccs1)Nc1nccs1	1576	1646
O=C(NCCc1c[nH]c2ccccc12)/C(=C\c1cccs1)NC(=O)c1ccccc1	1589	1467
Cc1cc(NC(=O)C(=O)NCCN2CCN(S(C)(=O)=O)CC2)ccc1Br	1490	1862
CCN(Cc1ccccc1)c1ccc(/C=C(\C#N)c2ccccn2)cc1	1574	1806
COCCCNC(=O)Cn1c(=O)n(CC(=O)NCCc2ccc(OC)c(OC)c2)c(=O)c2sccc21	1482	1689
C(=N\N(Cc1ccccc1)c1ccccc1)/c1ccco1	1669	1535
CCC(=O)NC(c1ccc(C)cc1)c1cc([N+](=O)[O-])c2cccnc2c1O (centres undefined)	1494	1827
O=C(NNc1nc2c(F)cccc2s1)c1ccc(F)cc1	1683	1863
CCc1ccc(Nc2nnc(SCC(=O)Nc3cccc(S(=O)(=O)NC4=NCCCCC4)c3)s2)cc1	1571	1926
CC(C)(C)C1=C(C#N)C(c2ccncc2)C(C#N)=C(N)O1 (centres undefined)	1494	1566
COc1cccc(-c2nn(C)c3sc(C(=O)N4CCN(c5ccccn5)CC4)cc23)c1	1693	1660
CSc1ccc(CN(C)C(C)C(=O)Nc2ccc(F)c(F)c2F)cc1 (centres undefined)	1282	1661
Cc1ccc(-n2c(SCC(=O)Nc3cc(S(=O)(=O)N4CCOCC4)ccc3Cl)nc3ccccc3c2=O)cc1	1429	1829
c1ccc(-c2nc(-n3ccnc3)nc(-n3ccnc3)n2)cc1	1572	2030
CCOC(=O)C1=C(N)OC(CCl)=C(C#N)C1c1ccsc1 (centres undefined)	1328	1800
CC(C)CN(C(=O)CSc1nn(-c2ccc(Cl)cc2)c(=S)s1)C1CCS(=O)(=O)C1 (centres undefined)	1571	1871

Carrying on.
SMILES	SRC3 TRFRET art	SRC1 TRFRET art
Cc1cc(N(C)NC(=S)Nc2ccccc2)nc(C)n1	1733	2180
CCOc1ccc(CN2CCNC(=O)C2CC(=O)NCCC2=CCCCC2)cc1 (centres undefined)	1461	1738
OC1(c2ccccc2Cl)NN=C2CCCCCN21 (centres undefined)	1421	1718
CC(Sc1n[nH]c(N)n1)C(=O)Nc1ccccc1-c1ccccc1 (centres undefined)	1455	1726
Cc1ccccc1N1CN(Cc2ccco2)CNC1=S	1509	1811
CCCCc1nc2ccccc2c(NC(=O)CN2CCN(C)CC2)c1CCC	1563	1766
Cc1cc(C)c2cccc(N)c2n1	1621	1597
CC1=C(C(=O)Nc2ccccn2)C(c2ccc(Br)cc2)NC(=S)N1 (centres undefined)	1244	1606
CCc1nnc2c(N(C)C)nc3ccccc3n12	1623	1552
COCCNC(=O)C(=O)NCC1OCCCN1S(=O)(=O)c1cccs1 (centres undefined)	1591	1873
Cc1cc(C)c(CN2CCN(Cc3ccc(C)o3)C(CCO)C2)c(-n2cccn2)c1 (centres undefined)	1729	1950
COCCn1c(C)cc(C(=O)Cn2nc(C(=O)O)c3ccccc3c2=O)c1C	1463	1804
CCOc1ccccc1NC(=O)N1CCCC1C(=O)Nc1ccc(-n2cnnn2)c(C)c1 (centres undefined)	1486	2022
CSc1ccc(S(=O)(=O)NCCCOC(C)C)cc1	1512	1289
COc1ccc(NC(=O)C(c2ccccc2)N(C)C(=O)c2ccc(=O)[nH]c2)cc1 (centres undefined)	1659	1694
CC1CCCN(S(=O)(=O)c2ccc3c(c2)CCN3C(=O)C2CCC2)C1 (centres undefined)	1821	1959
C=CCn1c(SCC(=O)c2c(N)n(C)c(=O)n(C)c2=O)nnc1-c1ccccc1F	1480	1842
O=C(NC1CCCC1)c1ccc(CSc2nc3ccncc3n2Cc2ccc(F)cc2)cc1	1728	1619
N#CC(c1ccccc1)N(CCCCl)C(=O)c1ccc(Br)cc1 (centres undefined)	1652	1657
O=C(Cc1c[nH]c2ccccc12)Nc1ccc(N2CCOCC2)cc1	1485	1973
COC(=O)c1ccc(COc2cccc(C)c2C)cc1	1634	1933
Cc1ccccc1OCC(=O)Nc1ccccc1-c1ccccc1NC(=O)COc1ccccc1C	1464	1635
Cc1nn(CC(=O)NCc2ccc(Cl)cc2)c(C)c1[N+](=O)[O-]	1462	1644
CCn1nc(C)cc1C(=O)N1CCCC(CCC(=O)NCc2ccccc2F)C1 (centres undefined)	1581	1654
CCCCc1ccc(S(=O)(=O)N2CCN(C(=O)c3ccco3)CC2)cc1	1686	1779
CCOC(=O)CSc1ccc2ccccc2n1	1566	1682
COc1cc(/C=C/C(=O)N2CCCC2)cc(OC)c1OC	1735	1785
CSc1nsc(SCC(=O)Nc2nc3ccccc3s2)n1	1540	2166
O=C(COC(=O)c1ccc2c(=O)n3c(nc2c1)CCC3)Nc1ccccc1F	1467	1811
CCOC(=O)c1c(C)c(-c2ccccc2)n(CC(=O)NCCCN(CC)CC)c1C	1346	1606
COc1cc(NS(=O)(=O)c2ccc(N)cc2)nc(OC)n1	1668	1636
O=C(NCCc1ccccc1)c1ccccc1F	1785	1621
CN(C(=O)CSc1nnc(-c2ccco2)n1N)C1CCCCC1	1736	1707
CCc1cccc2c(C(=O)COC(=O)c3ccccc3)c[nH]c12	1564	1683
Cc1cccc(C)c1Nc1ncnc(N)c1[N+](=O)[O-]	1498	1852
COc1ccc(CC2(CO)CCN(Cc3cnn(C)c3)CC2)cc1	1615	1835
COc1cc(C(=O)Nc2sc(C)c(C)c2C(=O)O)cc(OC)c1OC	1575	1796
Oc1ccccc1C=NCC(O)c1ccccc1 (centres undefined)	1794	1856
CCOc1ccc(C(=O)Nc2ccc(S(=O)(=O)N3CCOCC3)cc2)cc1OCC	1552	1794
O=C1NC(c2ccccc2)=C(c2ccccc2)C1=O	1414	1668
CC(=O)Oc1ccc(NC(=O)Cc2ccccc2)c(C(=O)O)c1	1669	2079
COc1cc(NC(=S)N2CCCC(CO)C2)cc(OC)c1 (centres undefined)	1432	1725
Cc1ccc(NC(=O)CC2S/C(=N/N=C3\CCCc4ccccc43)NC2=O)cc1 (centres undefined)	1510	1698
Nc1nc(SCC(=O)Nc2cc(C(F)(F)F)ccc2N2CCOCC2)n[nH]1	1656	1561
CCCCCC(O)(CCN1CCCCC1)c1ccc(OCC)cc1 (centres undefined)	1583	1630
O=C(CN1c2cccc3cccc(c23)S1(=O)=O)N1CCOCC1	1311	1966
O=C(COC(=O)c1ccc(S(=O)(=O)NCc2ccco2)cc1)Nc1ncc(Cl)cc1Cl	1429	1667
CCN(CC)S(=O)(=O)c1cc(NC(=O)COC(=O)CCC(=O)c2ccc(F)cc2)ccc1C	1479	1832
COC(=O)c1ccccc1NC(=S)N(Cc1ccc2c(c1)OCO2)Cc1cc2cc(C)ccc2[nH]c1=O	1348	1718
CN(C)c1nnnn1-c1ccc(Oc2ccccc2)cc1	1525	1958
COc1ccccc1N1CCN(S(=O)(=O)c2c(C)[nH]c(=O)[nH]c2=O)CC1	1672	1615
COc1ccc(-c2csc(Nc3ccc(S(N)(=O)=O)cc3)n2)cc1OC	1270	1642
CCc1nnc(NC(=O)[C@@H](NC(=O)c2cccc(C)c2)C(C)C)s1	1428	1622
Fc1ccccc1Cc1noc(CN(Cc2ccccn2)CC2CCCO2)n1 (centres undefined)	1574	1741
O=C(Nc1cccc(S(=O)(=O)N2CCOCC2)c1)c1cnccn1	1385	1811

Not all compounds are listed; the hit share may differ from the screen's.
